miR122 inh: miR-122 inhibition in Huh7 cells | Huh7 miR-122 Renilla luciferase sensor, 48 h; neutral wells = 0, positive control = 100 | activation (reporter increase), % at 12.5 µM | hit rate 0.3% among 340,000 | AID 602342;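 active = mean replicate activation score at least 90 and every replicate individually at or above 90; inconclusive = only one of the two criteria met; inactive = neither criterion met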;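 note: higher luciferase means less miR-122 activity so hits act as miR-122 inhibitors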
F508del corr: correctors of CFTR F508del function in bronchial epithelial cells; CFBE cells, YFP halide quenching; stimulated with forskolin plus potentiator P3; % fluorescence drop versus neutral controls; activity (quench increase), % at 7.58 µM; hit rate 0.36% among 350,000;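 active = mean added fluorescence quench of at least 8% versus neutral control, with both replicates also reaching 8%; inconclusive = only one of the mean or replicate conditions met; inactive = mean below 8% and not both replicates reaching 8%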;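 note: cells transiently co-express mutant CFTR-F508del with the halide-sensitive YFP; corrector assay measuring rescue of mutant channel to the surface after 24 h compound exposure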
CASP6 VEID inh: caspase-6 (human) enzyme inhibition; P55212; purified caspase-6, Z-VEID-R110 cleavage fluorescence; inhibition, % at 12.5 µM; hit rate 0.53% among 350,000; AID 686996;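 active = mean inhibition across replicates at least about 35%, with every replicate also reaching that limit, limit read from the data; inconclusive = only one of the two criteria met; inactive = neither criterion met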;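 note: 0% = median of neutral control wells and 100% = no fluorescence left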
Target sequence (P55212 24-179 limits assumed): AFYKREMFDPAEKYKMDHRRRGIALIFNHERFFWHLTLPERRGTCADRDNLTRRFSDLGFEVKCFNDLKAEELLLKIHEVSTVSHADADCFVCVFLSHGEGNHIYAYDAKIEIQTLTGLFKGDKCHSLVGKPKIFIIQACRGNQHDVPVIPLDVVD
Target sequence (P55212 194-293 limits assumed): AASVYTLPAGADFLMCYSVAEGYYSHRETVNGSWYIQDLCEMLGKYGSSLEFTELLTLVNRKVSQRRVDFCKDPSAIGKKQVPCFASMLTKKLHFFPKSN
ERAP1 inh: ERAP1 (human) enzyme inhibition | hit rate 0.15% among 340,000 | Q9NZ08 | recombinant ERAP1, Leu-AMC fluorescence, 60 min | AID 652197 | inhibition, % at 10.7 µM;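 active = mean replicate inhibition of at least 30%, or all replicates individually reaching that 30% level; inactive = mean below 30% and not every replicate reaching it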;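 note: 0% = neutral control wells and 100% = L-leucinethiol positive control wells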
SIRT5 block: sirtuin-5 (human) deacylase inhibition | Purified SirT5, succinyl-peptide AMC, trypsin-coupled fluorescence | Q9NXA8 | AID 652115 | inhibition, % at 15 µM | hit rate 1.1% among 330,000; in the data active = inhibition above about 15%; inconclusive = no clear call, values can overlap the other calls
Target sequence (Q9NXA8 whole entry, looked up): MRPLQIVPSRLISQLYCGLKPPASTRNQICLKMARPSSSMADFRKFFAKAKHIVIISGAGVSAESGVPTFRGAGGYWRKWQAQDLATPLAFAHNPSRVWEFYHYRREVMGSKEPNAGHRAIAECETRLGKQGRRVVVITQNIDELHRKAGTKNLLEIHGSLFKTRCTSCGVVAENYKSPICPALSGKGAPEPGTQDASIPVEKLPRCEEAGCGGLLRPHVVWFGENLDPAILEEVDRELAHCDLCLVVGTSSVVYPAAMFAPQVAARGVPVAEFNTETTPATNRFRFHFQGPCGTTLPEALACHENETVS
ERp5 inh: ERp5 (human) disulfide isomerase inhibition | ERp5 insulin aggregation, absorbance 650 nm, 90 min | AID 651711 | Q15084 | inhibition, % at 9.99 µM | hit rate 0.05% among 350,000;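 active = mean replicate inhibition above about 25%, with every replicate also reaching it, limit read from the data, passing the limit was not always enough; inconclusive = only one of those two criteria met; inactive = neither criterion met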
Target sequence (Q15084 whole entry, looked up): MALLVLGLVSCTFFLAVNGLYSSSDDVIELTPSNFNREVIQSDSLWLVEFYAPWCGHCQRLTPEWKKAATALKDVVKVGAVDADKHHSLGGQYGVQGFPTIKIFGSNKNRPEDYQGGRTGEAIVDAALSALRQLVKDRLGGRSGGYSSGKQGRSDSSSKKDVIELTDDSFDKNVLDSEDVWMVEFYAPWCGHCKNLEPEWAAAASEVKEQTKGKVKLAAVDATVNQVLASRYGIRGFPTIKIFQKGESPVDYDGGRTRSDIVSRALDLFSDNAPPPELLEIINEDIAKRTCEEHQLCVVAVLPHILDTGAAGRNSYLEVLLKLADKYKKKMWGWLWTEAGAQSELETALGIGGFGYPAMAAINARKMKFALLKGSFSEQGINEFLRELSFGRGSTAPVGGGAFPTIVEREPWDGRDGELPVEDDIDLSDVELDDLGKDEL
DENV2 CPE: protects cells from dengue virus 2 cytopathic effect; DENV2-infected cells, cytopathic effect rescue, plate reader; CPE inhibition, % at 9.99 µM; hit rate 1.7% among 350,000; in the data active = CPE inhibition above about 20%, passing the limit was not always enough; inconclusive = no clear call, values can overlap the other calls; tested in BHK-21 cells;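 note: 0% = median of neutral control wells and 100% = median of positive control wells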
* marks the source's active call; other numbers are inactive results; ? = inconclusive; / = not tested or not shown; [ ] = remark or other dose. Compounds were not picked by outcome; any-hit rate near 4%.

SMILES | miR122 inh | F508del corr | CASP6 VEID inh | ERAP1 inh | SIRT5 block | ERp5 inh | DENV2 CPE
Cc1ccc(-c2csc(NC(=O)CSc3nc(C)cs3)n2)cc1 | -1 | / | -3 | 3 | -8 | -5 | /
COc1ccccc1-c1ccc2n(c1=O)C[C@H]1[C@H](CO)[C@@H](C(=O)NCCCN(C)C)N(C(C)=O)[C@@H]21 | -2[16.7 µM] | -3.4 | -40 | -4 | -15 | -2 | -5
NC(=O)CSc1nc2ccccc2c(=O)n1Cc1ccccc1 | -4 | -1.1 | 1 | -2 | -2 | 6 | 5
O=C(NCc1ccccc1)c1ccc(CS(=O)(=O)Cc2ccc(F)cc2)o1 | 2 | -0.6 | -1 | -2 | 1 | 4 | 5
CCCNC(=O)C[C@H]1CC[C@H]2[C@@H](COc3ccc(NC(=O)c4cccc(Cl)c4)cc3C(=O)N2C)O1 | / | -0.5 | -2 | 1 | 7 | / | -10
C[C@H]1CCCCO[C@@H](CN(C)S(=O)(=O)c2ccc(Cl)cc2)[C@@H](C)CN([C@@H](C)CO)C(=O)c2cc(NS(C)(=O)=O)ccc2O1 | -4[16.7 µM] | -0.2 | -5 | -1 | -3 | -1 | -4
CN1c2ccc(-c3cccc(F)c3)cc2[C@@H]2[C@@H](CCN2C(=O)Nc2ccccc2F)[C@@H]1CO | -7[16.7 µM] | 0.7 | -1 | -1 | -18 | 2 | -10
CCC(Cc1ccccc1)NC(=O)c1cc(S(=O)(=O)N2CCCCC2)c[nH]1 (configuration not stated) | -1 | 2.6 | 1 | 4 | -1 | -2 | 7
COc1ccc(S(=O)(=O)Nc2ccc3c(c2)C(=O)N([C@H](C)CO)C[C@@H](C)[C@@H](CN(C)S(=O)(=O)c2ccccc2)OCCCC[C@@H](C)O3)cc1 | / | 2.1 | 2 | 2 | 24* | -3 | -6
COc1ccc(S(=O)(=O)N(C)C[C@H]2OCCCC[C@@H](C)Oc3ccc(NC(=O)Nc4cccc5ccccc45)cc3C(=O)N([C@H](C)CO)C[C@H]2C)cc1 | -9[16.7 µM] | -1.9 | 1 | -4 | 0 | 0 | -3
Cc1cccc(NC(=S)N2CCC(c3nc4ccccc4o3)CC2)c1C | -4 | 2.4 | 0 | -2 | 3 | 3 | 17
COc1ccc(-c2oc3c(c2C(=O)OCCO)C(OCCO)CCC3)cc1 (configuration not stated) | / | -1.6 | 2 | / | -1 | 4 | -7
COc1ccccc1NC(=O)N[C@H]1CC[C@H](CCNS(=O)(=O)c2ccc(F)cc2)O[C@H]1CO | / | 0.3 | 1 | -1 | 5 | 1 | 6
COc1ccc(CN(C)C[C@@H]2Oc3ccc(NS(=O)(=O)c4ccc(F)cc4)cc3C(=O)N([C@@H](C)CO)C[C@H]2C)cc1 | 7[16.7 µM] | -2.5 | 0 | -1 | 0 | 2 | 6
Cc1c(C(=O)N2CCCCC2)c(S(=O)(=O)NCc2ccccc2Cl)c(C)n1C | 30 | 0.8 | -2 | -5 | -4 | 0 | -3
C[C@H](CO)N1C[C@H](C)[C@@H](CN(C)Cc2ccccc2)Oc2ccc(NC(=O)Cc3cn(C)c4ccccc34)cc2C1=O | -1[16.7 µM] | 0.2 | 5 | -3 | 1 | 1 | 1
CCN(c1ccccc1)S(=O)(=O)c1cccc(C(=O)NCC(c2ccco2)N2CCCCC2)c1 (configuration not stated) | 0 | -2.1 | 4 | 2 | 0 | 8 | ?
CCCNC(=O)[C@@]1(Sc2ccc(C)cc2)CC(=O)N(C2CCCCC2)[C@@H]1c1ccc(CO)cc1I | / | 5.7 | 0 | 0 | 5 | 6 | 6
CC(C(=O)NCC1CCCCC1)N(C)CC(=O)Nc1ccc(N2CCOCC2)cc1 (configuration not stated) | / | -3.3 | -1 | -1 | 1 | 5 | 6
COc1ccccc1CN1C[C@@H]2C[C@@H](c3cccc(C)n3)N3CCC[C@@]23C1=O | 7 | -4.3 | 2 | -3 | -3 | -3 | 4
CCCNC(=O)N[C@H]1CC[C@@H](CC(=O)NCCc2ccccc2)O[C@H]1CO | 8[16.7 µM] | 2.0 | 1 | -2 | 0 | 4 | 1
Cc1ccc(C(=O)OCc2nnc(-c3ccccc3)o2)s1 | / | -1.2 | 1 | 0 | -1 | -1 | 1
O=C(COc1ccc(Cl)cc1)NCCS(=O)(=O)N1CCN(c2ccccc2F)CC1 | -9 | -1.5 | -4 | 2 | 0 | 1 | 3
O=S(=O)(c1cccc2cccnc12)N1CCCc2ccccc21 | 12 | -1.1 | 4 | 0 | -5 | -6 | 3
CCOc1cc(C2C3=C(CCCC3=O)N(CC(=O)O)C3=C2C(=O)CCC3)ccc1OC | -3 | -1.0 | 4 | 2 | 2 | 5 | 6
O=C(Cn1ccc(=O)[nH]c1=O)Nc1ccc(C(=O)O)c(O)c1 | / | -0.2 | 26 | -2 | 4 | 2 | 0
COc1ccc(C2C(C#N)=C(N)OC3=C2C(=O)CC(C)(C)C3)cc1 (configuration not stated) | -1 | -0.7 | 2 | -8 | 2 | 1 | -7
COc1ccccc1N1CCN(C(=O)c2cc(-c3ccc(Br)cc3)on2)CC1 | 8 | -2.9 | -3 | 4 | -2 | -3 | -6
CCC1(c2ccccc2)NC(=O)N(CC(=O)N(C)CC(=O)Nc2c(C)cccc2C)C1=O (configuration not stated) | -4 | -1.8 | -2 | 2 | -2 | -3 | -4
COc1cccc(NC(=S)Nc2cc(C)cc(C)n2)c1 | 2 | -0.2 | 0 | -1 | -3 | 0 | -2
CCc1ccc(-c2n[nH]nc2C2=CC(=O)C[C@H](c3ccc(F)cc3)C2)cc1 | 5 | -2.3 | 8 | / | -2 | 0 | ?
O=C(C[C@@H]1CC[C@H](NC(=O)Nc2ccccc2)[C@@H](CO)O1)NCc1cccc(F)c1 | / | 2.3 | 0 | -2 | -10 | -2 | -4
CC(=O)N(C)C[C@H]1Oc2ncc(C#Cc3cccnc3)cc2C(=O)N([C@@H](C)CO)C[C@@H]1C | -5[16.7 µM] | -0.2 | 1 | 1 | -2 | 1 | 17
C/C=C/c1ccc2c(c1)O[C@@H](CN(C)C(=O)CN(C)C)[C@@H](C)CN([C@@H](C)CO)S2(=O)=O | 8[16.7 µM] | 2.0 | -1 | 1 | -5 | 13 | 7
Cc1[nH]c(C)c(S(=O)(=O)NCC(C)c2ccccc2)c1C(=O)N1CCCCC1 (configuration not stated) | 29 | 0.2 | -3 | 0 | -1 | -8 | 3
CNC(=O)C[C@@H]1CC[C@H]2[C@@H](COC[C@H](O)CN2S(=O)(=O)c2ccc(Oc3ccccc3)cc2)O1 | -8[16.7 µM] | 5.2 | 0 | 3 | -3 | 0 | -2
O=C(C[C@H]1C=C[C@@H](NC(=O)NC2CCCCC2)[C@H](CO)O1)NCc1ccc(F)cc1 | 9[16.7 µM] | -2.1 | 0 | -1 | 5 | -1 | -7
c1ccc(CCNc2ncnc3c2cnn3-c2ccccc2)cc1 | -1 | / | 3 | 0 | / | 2 | /
CC(=O)C1=C(NC(=O)c2ccc(C(F)(F)F)cc2)C[C@@H]2[C@H]1C2(C)C | 15 | -1.8 | 1 | -2 | 4 | -10 | ?
N#Cc1c(N2CCCC2)ccc(Br)c1Cl | / | 0.6 | 1 | 5 | 2 | -1 | 0
CCCC#Cc1ccc([C@H]2[C@@H](CO)N3C(=O)CN(S(=O)(=O)Cc4ccccc4)C[C@H]23)cc1 | / | 6.4 | -2 | 2 | -2 | -12 | -16
CC(O)(c1ccc(F)c(F)c1)c1nc(-c2cc3ccccc3o2)cs1 (configuration not stated) | 0 | 1.6 | 8 | -3 | -1 | 5 | -6
CCN(CC(=O)Nc1sc2c(c1C#N)CCCC2)CC(=O)NC1CCS(=O)(=O)C1 (configuration not stated) | / | 0.8 | -3 | 3 | -4 | 3 | ?
COc1cc(OC)cc(C(=O)OC(C)C(=O)NC2CCCc3ccccc32)c1 (configuration not stated) | -4 | -2.4 | 0 | 1 | 0 | 5 | -5
COC(=O)[C@H]1[C@H](CO)[C@H]2Cn3c(ccc(C4=CCCCC4)c3=O)[C@H]2N1CCC(F)(F)F | / | / | 1 | 1 | -5 | 1 | -2
Cc1ccc(S(=O)(=O)Nc2ccc3c(c2)C(=O)N([C@@H](C)CO)C[C@H](C)[C@@H](CN(C)S(=O)(=O)c2cn(C)cn2)O3)cc1 | 7[16.7 µM] | -0.1 | -1 | 2 | -14 | 6 | -3
CN1C(=S)N2CCCN2C1c1ccccc1 (configuration not stated) | -7 | -0.2 | 1 | 2 | -6 | -4 | -5
CCCNC(=O)C1(C)CCCN(Cc2ccc3c(c2)OCO3)C1 (configuration not stated) | -2 | 0.2 | 2 | -1 | / | 2 | 4
O=C1N(c2ccccc2)c2ccccc2C1(O)C(F)(F)F (configuration not stated) | / | 3.6 | 2 | 1 | -2 | 1 | 5
NC(=O)[C@@H]1CCCNc2c(F)cc([N+](=O)[O-])cc2C(=O)N[C@@H](CO)C(=O)N[C@@H](Cc2ccc(O)cc2)C(=O)N1 | 5 | -3.9 | 3 | 8 | 7 | -2 | ?
O=C(CN1CCN(Cc2ccc(F)cc2Cl)CC1)NCc1ccccc1 | 1 | -3.1 | -2 | -4 | -1 | 0 | 13
O=C(O)c1cccc(S(=O)(=O)N2CCN(S(=O)(=O)c3ccc4ccccc4c3)CC2)c1 | / | -2.3 | -7 | -2 | 1 | 2 | 19
COc1ccccc1CNC(=O)C1CCC(CNS(=O)(=O)c2cccs2)CC1 (configuration not stated) | -1 | -1.9 | -4 | -3 | -1 | 3 | -4
COC/C=C/C1=CC2=CC(=O)C(C)(OC(=O)c3cnc4ccccc4n3)C(=O)C2=CN1Cc1ccc(OC)cc1 (configuration not stated) | -3 | 5.1 | 5 | 1 | 2 | 3 | ?
CCC(=O)Nc1ccc2c(c1)OC[C@@H](C)N(Cc1nccs1)C[C@H](C)[C@H](OC)CN(C)C2=O | / | 0.1 | 5 | 1 | 1 | 0 | -6
Cc1noc(C)c1NC(=O)N(C)C[C@H]1OCCCC[C@@H](C)Oc2ccc(NS(=O)(=O)c3cccs3)cc2C(=O)N([C@H](C)CO)C[C@H]1C | -1[16.7 µM] | -1.7 | 0 | -3 | -3 | -2 | -3
OC[C@H]1Nc2ccc(-c3cccc(F)c3)cc2[C@H]2[C@@H]1CCN2Cc1ccncc1 | 4[16.7 µM] | 2.1 | 0 | 0 | -5 | -1 | ?
Cc1cc(=O)[nH]c(-c2cccnc2)n1 | -3 | / | -2 | -8 | -3 | 2 | ?
Cc1cc(C)cc(NC(=S)NC2CC3CCCC(C2)N3C2CCCC2)c1 (configuration not stated) | / | 1.1 | -15 | 1 | -1 | 6 | 2
Cc1ccc(S(=O)(=O)N2CCCCC2C(=O)O)s1 (configuration not stated) | / | 2.5 | -2 | 1 | -4 | 3 | 9
CCOCCc1nnc(NC(=O)C2CC(=O)N(c3ccc(OCC)cc3)C2)s1 (configuration not stated) | -6 | -1.4 | -1 | 0 | -4 | -9 | 4
COC(=O)c1c(NC(=O)c2ccn(C)n2)sc2c1CCC2 | 0 | -2.1 | 1 | 4 | -1 | 1 | 7

Compounds shown so far that have an NH in an aromatic ring (five):
SMILES | miR122 inh | F508del corr | CASP6 VEID inh | ERAP1 inh | SIRT5 block | ERp5 inh | DENV2 CPE
CCC(Cc1ccccc1)NC(=O)c1cc(S(=O)(=O)N2CCCCC2)c[nH]1 (configuration not stated) | -1 | 2.6 | 1 | 4 | -1 | -2 | 7
O=C(Cn1ccc(=O)[nH]c1=O)Nc1ccc(C(=O)O)c(O)c1 | / | -0.2 | 26 | -2 | 4 | 2 | 0
CCc1ccc(-c2n[nH]nc2C2=CC(=O)C[C@H](c3ccc(F)cc3)C2)cc1 | 5 | -2.3 | 8 | / | -2 | 0 | ?
Cc1[nH]c(C)c(S(=O)(=O)NCC(C)c2ccccc2)c1C(=O)N1CCCCC1 (configuration not stated) | 29 | 0.2 | -3 | 0 | -1 | -8 | 3
Cc1cc(=O)[nH]c(-c2cccnc2)n1 | -3 | / | -2 | -8 | -3 | 2 | ?
